H9c2 TAG inh = reduces triacylglycerol accumulation in H9c2 cells. Nile Red lipid (TAG) fluorescence; cells loaded with 200 µM oleic acid. hit rate 0.66% among 230,000. inhibition, % at 12.5 µM;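 active = pattern-corrected inhibition of lipid staining of at least 50% with the nuclear-stain viability signal not falling by more than 50%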;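 note: 0% = DMSO wells and 100% = triacsin C control wells; some results filed as inactive read as strong as hits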
H9c2 TAG inh DAPI viability = second read-out of H9c2 TAG inh, no call of its own (marks repeat the call); DAPI nuclei signal change (viability), lower = more cytotoxic, %;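 whole-well DAPI fluorescence read on a plate reader as a viability signal; minus 50 percent equals half of cells still viable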
* marks the source's active call; other numbers are inactive results. A portion of the library (hit frequency here may not be typical).

mol,H9c2 TAG inh,H9c2 TAG inh DAPI viability
CCCc1nnc(NC(=O)CCC(=O)N2CCN(C3c4ccccc4-c4ccccc43)CC2)s1,-1,15
O=C(NN=Cc1ccccc1O)NN=Cc1ccccc1O,-14,-1
CN(C)CCN[C@H]1CCC2C3CC=C4C[C@@H](O)CC[C@]4(C)C3CC[C@@]21C (some centres not stated),10,-11
CCOc1ccc(/C=N/NC(=O)c2nnn(-c3nonc3N)c2COc2ccc(F)cc2)cc1,1,27
O=C(CSc1ncnc2c1oc1ccccc12)Nc1cccc(F)c1,38,-1
COc1ccc(C(CNC(=O)c2cccc(S(=O)(=O)N3CCOCC3)c2)N2CCOCC2)cc1 (configuration not stated),-2,-4
CS(=O)(=O)Nc1ccc(C(=O)N2CC(=O)Nc3ccccc32)cc1,8,-7
CSCCC(NC(=O)COc1ccccc1)C(=O)N(C)Cc1ccc(SC)cc1 (configuration not stated),-10,-5
COc1ccc(-n2c(=S)[nH]c(=O)c3cccnc32)cc1,-7,1
COC(=O)N/N=C(\C)c1cccs1,2,0

Quoted at random: 3 compounds from above.
mol,H9c2 TAG inh,H9c2 TAG inh DAPI viability
CSCCC(NC(=O)COc1ccccc1)C(=O)N(C)Cc1ccc(SC)cc1 (configuration not stated),-10,-5
CCOc1ccc(/C=N/NC(=O)c2nnn(-c3nonc3N)c2COc2ccc(F)cc2)cc1,1,27
CCCc1nnc(NC(=O)CCC(=O)N2CCN(C3c4ccccc4-c4ccccc43)CC2)s1,-1,15

Later entries.
mol,H9c2 TAG inh,H9c2 TAG inh DAPI viability
CCn1c(COc2cccc3cccnc23)nnc1SC(F)F,-7,0
COc1ccc2c(c1)CC1c3c(cc4c(c3-2)OCO4)CC[N+]1(C)[O-] (configuration not stated),8,-8
CCOc1ccc(/C=N/Nc2cc(N3CCOCC3)ncn2)c(O)c1,18,-36
Cc1cc(C)cc(NC(=O)N2CCCC2C(=O)Nc2ccc(-n3cnnn3)cc2)c1 (configuration not stated),-11,-1
C#CCOCCOCCOCCNc1nc(N2CCN(C(=O)[C@H]([C@@H](C)CC)n3cc(CCCCN)nn3)CC2)nc(N2CCN(C(=O)[C@H](CCCCN)n3cc(CC(C)O)nn3)CC2)n1 (some centres not stated),-7,13
O=C(N/N=C/c1cccc([N+](=O)[O-])c1)C1COc2ccccc2O1 (configuration not stated),-46,-3
COC(=O)c1ccc(NC(=O)C2C3CCC(C3)C2C(=O)O)cc1 (configuration not stated),5,2
O=C(Nc1cccc2nsnc12)c1ccc(-c2cccc(Cl)c2)o1,0,20
CNc1cnc(-c2cc(OC)c(OC)c(OC)c2)cn1,10,4
O=C(NCc1ccco1)c1ccccc1NS(=O)(=O)c1ccc2c(c1)OCCO2,-12,2
O=C(Nc1c(F)cc(F)cc1Br)c1cc(S(=O)(=O)N2CCN(c3ccccn3)CC2)ccc1F,-10,7
CCS(=O)(=O)Nc1ccc2c(c1)OCO2,-2,-6
Cc1ccc(OCCC(=O)OC(C)C(=O)Nc2c(C)n(C)n(-c3ccccc3)c2=O)cc1 (configuration not stated),4,-3
Cc1ccc(NCc2ccc(Cl)nc2)c(NCc2ccc(Cl)nc2)c1,-10,-2
Cc1onc(C(=O)Nc2sc3c(c2C#N)CCCC3)c1[N+](=O)[O-],6,-6
O=C(c1ccc(Cl)c(Cl)c1)N1CCC(O)(CN2CCOCC2)CC1,3,-4
O=C(c1cc(F)c(F)cc1Cl)N1CCCCC1,1,7
Cc1ccccc1CC1(CO)CCCN(C(=O)c2ccc(F)cc2)C1 (configuration not stated),-6,9
O=C(NCc1ccccc1)C(c1ccccc1)N(C(=O)c1csnn1)C1CC1 (configuration not stated),0,-2
COc1cc(C(=O)NCCc2cn3ccc(C)cc3n2)cc(OC)c1OC,17,-2
O=C(CSc1nnc(NC(=O)c2ccc(F)cc2)s1)NCc1ccco1,9,3
Cc1ccccc1N1Cc2ccccc2C1,5,0
Cc1ccc2c(c1C)-c1c(ccc(C)c1C)C(=O)C2=O,37,-32
COc1ccc(CN2CCC(n3nccc3NC(=O)CCOc3ccccc3)CC2)cc1C,11,6
COCCNC(=S)N1CCN(c2cccc(C)c2C)CC1,-21,8
CCCn1nc(C(=O)OCC(=O)c2ccccc2)c2ccccc2c1=O,-3,0
CCN1CCc2c(sc(NC(=O)c3cc4ccccc4cc3OC)c2C(N)=O)C1,28,165
CCOC(=O)N1C(=O)NC(=O)C1c1ccc(Cl)cc1 (configuration not stated),2,9
O=C(Cn1nnc(-c2ccccc2F)n1)NCc1ccco1,-9,4
Cc1ccc(S(=O)(=O)N2CCN(C(=O)[C@H](Cc3ccccc3)NC(=O)c3ccco3)CC2)cc1C,-5,-2

(cont.)
mol | H9c2 TAG inh | H9c2 TAG inh DAPI viability
Cc1csc(SCC(=O)Nc2cc(C(C)(C)C)nn2-c2ccccc2)n1 | 14 | -13
COc1ccc(CNC(=O)CCCc2ccccc2)cc1 | -12 | 11
COc1ccccc1N1CC(C(=O)Nc2ccc(N3CCOCC3)cc2)CC1=O (configuration not stated) | -1 | -5
CCc1ccccc1OCC(=O)Nc1cccc(S(=O)(=O)NC2=NCCC2)c1 | 23 | -2
CC(=O)N(Cc1ccc(F)cc1)Cc1nc2ccccc2c(=O)[nH]1 | 2 | -7
O=C(Nc1cccc(S(=O)(=O)N2CCCCC2)c1)C1CCC1 | -5 | -5
CSCCC(NC(=O)/C(=C\c1ccc(Cl)cc1)NC(=O)c1ccccc1)C(=O)O (configuration not stated) | 3 | -12
COc1cccc(-c2cnc3c(NC=O)cc(-c4ccc(S(C)(=O)=O)cc4)cn23)c1 | 30 | -14
CS(=O)(=O)N1N=C(c2cccs2)CC1c1ccccc1F (configuration not stated) | 2 | 2
O=C(COc1ccc(F)cc1F)Nc1cccnc1 | 16 | 3
CCc1c(C)c(C#N)c2nc3ccccc3n2c1NCCCN(C)C | 10 | 3
CCOC(=O)c1cn[nH]c1NC(=S)Nc1ccc(OC)cc1 | -33 | -2
O=C(CN1CC(=O)Oc2ccccc21)OCC(=O)c1ccc(F)cc1 | 8 | -6
C=CCn1c(SCC(=O)Nc2ccccc2)nnc1-c1cccc(S(=O)(=O)N2CCOCC2)c1 | 11 | -8
CCC(NC(=S)NCc1ccccc1)C(=O)O (configuration not stated) | -4 | 6
CCN(CC)CCCNC(=O)C1c2ccccc2C(=O)N(C)C1c1ccc(OC)cc1 (configuration not stated) | 1 | 8
Cc1cc(C)nc(NS(=O)(=O)c2ccc(NC(=O)c3cccs3)cc2)n1 | 11 | -10
CCCCn1c(SCC(=O)NC(=O)Cc2ccccc2)nc2ccccc2c1=O | -2 | 6
O=C1[C@H]2[C@@H](c3ccccc3)N[C@]3(CCCN(CC4CCCCC4)C3=O)[C@H]2C(=O)N1Cc1ccccc1 | -16 | 0
COC(C/C=C/[C@@H](O)[C@H](C)OCc1ccccc1)OC | 16 | 5
Nc1ncnn1Cc1ccccc1 | 9 | -3
Cc1cccc(CSc2ncnc3nc[nH]c23)c1 | -2 | 4
Cc1cc(C)n(-c2cc(C(=O)O)cc(C(=O)O)c2)n1 | -3 | -8
O=C(Nc1ccccc1Oc1cccnc1)C1CCCN(C/C=C/c2ccccc2)C1 (configuration not stated) | -10 | 10
CCCOc1ccc(N2C(=O)CC(NCCCN3CCC(C(N)=O)CC3)C2=O)cc1 (configuration not stated) | -6 | 4
CCC(C(=O)NC1CCCC1)N(C(=O)Cn1nnc(-c2cccs2)n1)c1cnc2ccccc2c1 (configuration not stated) | 8 | 2
COc1cccc(NC(=O)C(NCC(C)(C)CN(C)C)c2ccccc2)c1 (configuration not stated) | 0 | 7
COc1cccc(CNC(=O)CSCC(=O)Nc2ccc(C)cc2)c1 | -1 | 8
CCOC(=O)c1cnc2ccc(C)cn2c1=O | 0 | -3
O=C1CN=C(Nc2ccccc2Cl)N1Cc1ccc2c(c1)OCO2 | 31 | -28
CCN(CC(=O)NC1CCS(=O)(=O)C1)C(=O)c1ccc(OC)c([N+](=O)[O-])c1 (configuration not stated) | -1 | 4
COc1ccccc1Nc1nc(-c2ccccc2)nc2ccccc12 | 14 | 64
CCc1ccc([C@@H]2CC=C(C(=O)O)[C@H](c3ccccc3F)N2S(=O)(=O)c2ccc(C)cc2)cc1 | 1 | -7
CCn1nnnc1NCc1c(OC)ccc2ccccc12 | 10 | -6
Cc1csc(NC(=O)CN(C)S(=O)(=O)c2cccc3cccnc23)n1 | -2 | -3
OC(COc1ccccc1)Cn1cc(Br)cn1 (configuration not stated) | -6 | -6
CC(C)c1ccc(NC(=O)C2C3C=CC(CC3)C2C(=O)O)cc1 (configuration not stated) | 12 | -4
CCC(C)(C)NC(=O)C(c1ccc(O)cc1)N(C(=O)Cn1nnc2ccccc21)c1ccc(NC(C)=O)cc1 (configuration not stated) | -9 | 12
CN(C)S(=O)(=O)c1ccc(N2CCCC2)c(C(=O)N2CCC(C(N)=O)CC2)c1 | -1 | -1
Cc1cc(Cl)nc(-c2ccccc2O)n1 | 9 | 1
FC(F)(F)c1cc(CCN2C(=S)NC[C@@H]2CC2CCCCC2)cc(C(F)(F)F)c1 | -44 | -2
CCCCn1c(N)c(N(CCOC)C(=O)COC(=O)c2ccccc2NCCO)c(=O)[nH]c1=O | 10 | 1
NS(=O)(=O)c1ccc(CCNC(=O)c2cccc(OC(F)F)c2)cc1 | -1 | 2
O=C(NCC1OCCc2ccccc21)c1ccco1 (configuration not stated) | -11 | 6
COc1ccc(-n2c(=O)c(CCC(=O)NCCc3ccccc3F)nc3ccccc32)cc1 | 6 | -6
CC(=O)Nc1ccc(NC(=O)CCCSc2nc3ccccc3[nH]2)cc1 | -15 | 10
CC(C)(C)c1ccc(CC(=O)N2CCC2(C)C(=O)NCc2cccs2)cc1 (configuration not stated) | -12 | -5
CCCN1CCC(NCc2cn(C)nc2-c2ccc(Oc3ccccc3)cc2)CC1 | 31 | -1
Cc1cc(C)c(NC(=S)NC(=O)c2ccccc2)cc1C | -58 | 5
O=C(c1ccco1)N1CCN(S(=O)(=O)c2ccc(C3CCCCC3)cc2)CC1 | -35 | 5

The list goes on.
mol | H9c2 TAG inh | H9c2 TAG inh DAPI viability
CCN1CCN(C(=O)/C=C\C(=O)O)CC1 | 9 | 1
Cc1ccc(/C(O)=C/c2nc3ccccc3oc2=O)cc1 | 7 | -9
COc1ccc(CCNCC(O)c2ccccc2)cc1 (configuration not stated) | 0 | 1
Cc1cc(C)c(NS(=O)(=O)c2ccc3c(c2)NC(=O)C(C)C(=O)N3)c(C)c1 (configuration not stated) | -1 | 3
Cn1c(=Nc2ccc(N3CCOCC3)cc2)ccc2ccccc21 | -6 | -7
Cc1nc(CS(=O)(=O)c2ccccc2)cc(Sc2ccccc2Cl)n1 | -30 | 24
CCNc1c(NC(C)=O)c(=O)oc2ccccc12 | 10 | -6
O=C(NC1CCCN(Cc2ccccc2F)C1)C1CCC1 (configuration not stated) | 8 | -10
Cc1cc2nnc(SCC(=O)OC(C)C)n2c2ccccc12 | 3 | 4
COC(=O)C1=NNC(C(=O)c2ccco2)C1c1ccccc1 (configuration not stated) | -1 | -4

Profiles, looked up by structure. Order of screens: H9c2 TAG inh	H9c2 TAG inh DAPI viability
`CCn1c(COc2cccc3cccnc23)nnc1SC(F)F` in the list: -7	0
`Cc1ccccc1N1Cc2ccccc2C1` in the list: 5	0

As entered above:
Cc1ccccc1N1Cc2ccccc2C1 in H9c2 TAG inh DAPI viability is entered as 0
CCN(CC(=O)NC1CCS(=O)(=O)C1)C(=O)c1ccc(OC)c([N+](=O)[O-])c1 (configuration not stated) in H9c2 TAG inh DAPI viability is entered as 4
O=C(NCc1ccccc1)C(c1ccccc1)N(C(=O)c1csnn1)C1CC1 (configuration not stated) in H9c2 TAG inh is entered as 0
CSCCC(NC(=O)/C(=C\c1ccc(Cl)cc1)NC(=O)c1ccccc1)C(=O)O (configuration not stated) in H9c2 TAG inh DAPI viability is entered as -12
COc1ccccc1Nc1nc(-c2ccccc2)nc2ccccc12 in H9c2 TAG inh is entered as 14
CS(=O)(=O)Nc1ccc(C(=O)N2CC(=O)Nc3ccccc32)cc1 in H9c2 TAG inh DAPI viability is entered as -7

(more compounds)
mol | H9c2 TAG inh | H9c2 TAG inh DAPI viability
CC(=O)N1CCc2c(sc(NC(=O)CS(=O)(=O)c3ccc(F)cc3)c2C(N)=O)C1 | -5 | -2
O=C1NC(CCc2ccccc2)C(=O)N1Cc1ccc(Br)cc1 (configuration not stated) | -9 | -3
CSc1cccc2sc(NC(=O)C3=COCCO3)nc12 | 12 | 2
COc1ccc(C(C)=O)cc1CSc1nc2cc(Cl)ccc2o1 | -12 | 4
O=C(CC(=O)c1cccc([N+](=O)[O-])c1)Nc1ccccc1Cl | 7 | 2
COc1ccc(N2CCN(CC(O)COc3ccccc3[N+](=O)[O-])CC2)cc1 (configuration not stated) | 3 | 9
CN(C)c1ccc(/C=N/NC(=O)c2nonc2N)cc1[N+](=O)[O-] | 14 | -9
COc1ccccc1-c1cc(NC=O)c2ncc(-c3ccc(F)cc3)n2c1 | -16 | 1
O=C(CS(=O)(=O)c1cn(CC(=O)N2CCCC2)c2ccccc12)Nc1ccccc1F | 14 | -14
Cc1ccc(S(=O)(=O)NNC(=O)c2snnc2C)cc1 | -24 | 3
CCn1c(=O)n(CC(=O)Nc2cccc(OC)c2)c(=O)c2ccccc21 | 18 | -4
CN(C(=O)c1ccc2c(c1)OCO2)C1CCCCC1 | 9 | -4
COCCCNC(=O)COc1cc(C)c(Cl)c(C)c1 | -5 | -4
COc1ccc(OC)c(Nc2nc(-c3ccc(O)c(O)c3)cs2)c1 | 30 | -23
Cc1sc(N/N=C/c2cccnc2)nc1-c1ccccc1 | -4 | 7
Cc1ccc(C)n1-c1ccc(C(=O)NCC2CCCO2)cc1 (configuration not stated) | -33 | 8
COc1cc(C(=O)N2CCN(c3ccccc3Cl)CC2)ccc1OCC(=O)N1CCOCC1 | 3 | -8
Clc1ccc(OCc2nnc(SCc3nc4ccccc4[nH]3)n2Cc2ccco2)cc1 | 12 | -5
C/C(=N\NC(=O)c1ccccc1)c1nc2ccccc2n1C | -9 | 0
C1CSC2(N1)C1CC3CC(C1)CC2C3 (configuration not stated) | 18 | -6
CCC(=O)OCC(=O)N=c1sccn1Cc1ccccc1Cl | 1 | 4
CSCCC(NC(=O)c1ccc(Cl)cc1Cl)C(=O)N1CCCCCCC1 (configuration not stated) | 9 | -9
